From PubChem
KCNH2 WT inh – qHTS for Inhibitors of KCHN2 3.1: Wildtype qHTS. Voltage-gated inwardly rectifying potassium channel KCNH2 (Homo sapiens), Q12809. U2OS, BacMam KCNH2, thallium flux FluxOr; active compounds read low. activity change, % at 1.84 µM. 340,000 compounds, 0.37% hits. AID 720551, 2013;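 active = maximum activity change below -70%; inconclusive = maximum activity change between -70% and -50%; inactive = maximum activity change above -50%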; also: % is scaled to controls: 0 for no effect and ±100 for the full control effect
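U2OS cells were transduced with wild-type KCNH2 virus (2.03 x 10^8 / mL) for 4 h at room temperature, then cultured overnight at 37 C. Thallium flux was read with FluxOr dye. Rate constants were normalized to DMSO controls.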
TRPV1 ag – HTS Assay for Compounds that Act as Agonists of the Vanilloid Receptor 1. Transient receptor potential cation channel subfamily V member 1 (Homo sapiens), Q8NER1. TRPV1-expressing cells, Fluo-8 calcium influx, agonist mode. activation, % at 8.33 µM. 320,000 compounds, 0.19% hits; in the data active = activation above about 80%; inconclusive = between about 30% and that limit; also: 0% is about no effect
Target sequence (Q8NER1 whole entry, looked up): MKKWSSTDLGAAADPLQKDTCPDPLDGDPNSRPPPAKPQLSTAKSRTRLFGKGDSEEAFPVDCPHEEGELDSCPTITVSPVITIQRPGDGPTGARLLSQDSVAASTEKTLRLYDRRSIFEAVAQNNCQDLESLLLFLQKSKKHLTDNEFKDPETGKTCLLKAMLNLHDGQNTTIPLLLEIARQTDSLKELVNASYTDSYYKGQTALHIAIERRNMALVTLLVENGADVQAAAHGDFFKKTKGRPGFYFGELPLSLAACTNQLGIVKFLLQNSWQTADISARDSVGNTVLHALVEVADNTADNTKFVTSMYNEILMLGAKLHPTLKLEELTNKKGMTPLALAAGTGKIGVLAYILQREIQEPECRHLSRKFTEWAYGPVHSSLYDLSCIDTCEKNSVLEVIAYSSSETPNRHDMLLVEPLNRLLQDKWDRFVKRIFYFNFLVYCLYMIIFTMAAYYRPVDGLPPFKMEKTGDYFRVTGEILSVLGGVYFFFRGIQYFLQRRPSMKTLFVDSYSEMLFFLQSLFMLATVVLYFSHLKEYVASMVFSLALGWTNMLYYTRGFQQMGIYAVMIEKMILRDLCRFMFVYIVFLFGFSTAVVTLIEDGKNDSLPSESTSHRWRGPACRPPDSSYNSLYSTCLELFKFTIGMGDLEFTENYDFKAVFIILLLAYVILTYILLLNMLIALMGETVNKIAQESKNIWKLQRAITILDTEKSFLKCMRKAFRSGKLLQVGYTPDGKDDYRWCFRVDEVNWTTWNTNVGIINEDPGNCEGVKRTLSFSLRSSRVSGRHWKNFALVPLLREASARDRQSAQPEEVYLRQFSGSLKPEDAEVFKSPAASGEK
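Fluo-8 calcium influx in TRPV1-expressing cells, kinetic read (ex 480/em 520 nm). Compound added and read 3 min for agonist activity, followed by capsaicin at EC20 final and 2 min further read for enhancement.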
Integrin act MD – qHTS for Activators of Integrin-Mediated Alleviation for Muscular Dystrophy | 350,000 compounds, 0.064% hits | alpha7betagal myoblasts, beta-gal FDG fluorescence, 48 h | Potency, µM (highest dose often 38.3 µM), for the others: at the top dose activation, actives largely listed as activators;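 also: potency is read from the fitted curve at half-maximal effect; 100% = response of the positive control SU9516; nearly all actives have a fitted effect of over 60% in size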
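Alpha7betagal+/- myoblasts (passage 13) were plated 16-24 hr, then exposed to compounds (1:260 dilution of DMSO stock) for 48 hours at 37C. After MPER lysis, β-galactosidase reporter activity was read as FDG fluorescence (ex 480/em 540) after 30 minutes.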
A-T KAP1 phos – qHTS Assay for Identifying a Potential Treatment of Ataxia-Telangiectasia; […] A-T fibroblasts, KAP-1 phosphorylation AlphaLISA; neocarzinostatin DNA damage 30 min before lysis; Potency, µM (series often up to 57.5 µM), without a hit: top-dose activation, most hits filed as activators; 320,000 compounds, 0.19% hits; also: potency is read from the fitted curve at half-maximal effect; % of control where 0% means no effect; nearly all actives have a fitted effect of over 45% in size
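ATM-like activity read as KAP-1 phosphorylation via AlphaLISA donor/acceptor antibody pairs after lysis and 6 hr at 25C. Cells were ATM-null patient fibroblasts ([…], hTERT), dosed 60 min, then exposed to the DSB inducer NCS for 30 min.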
KCNH2 3.1 block – qHTS for Inhibitors of KCHN2 3.1: Mutant qHTS. U2OS KCNH2 3.1, thallium flux FluxOr; active compounds read low. activity change, % (tested at about 1.8 µM). 340,000 compounds, 0.95% hits;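 active = maximum activity change below -70%; inconclusive = maximum activity change from -70% to -50%; inactive = maximum activity change above -50%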;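 also: thallium influx rate constant from kinetic fluorescence after stimulation buffer; % is scaled to controls: 0 for no effect and ±100 for the full control effect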
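Channel expression came from 3.1 mutant virus (1.77 x 10^8 /mL) applied to suspended U2OS cells for 4 h. Flux was tracked with FluxOr dye plus Red40 quencher, and kinetic rate constants normalized to controls.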
Coupling enz – qHTS Assay for Inhibitors of Fructose-1,6-bisphosphate Aldolase from Giardia Lamblia: Coupling assay counterscreen | coupling enzyme system counterscreen, AmpLite Red fluorescence | activity change, negative = inhibition, % at 58.2 µM, hits read low | 290,000 compounds, 0.67% hits | AID 2472, 2010; in the data active = activity change below about -30%; also: % is scaled to controls: 0 for no effect and ±100 for the full control effect
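Compounds tested against the coupling enzymes alone at 57.5 uM final; readout was AmpLite Red fluorescence (525/598 nm) after 20 min at RT.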
MLL CXXC-DNA inh – qHTS Fluorescence Polarization Assay for Inhibitors of MLL CXXC domain - DNA interaction; Histone-lysine N-methyltransferase 2A (Homo sapiens), Q03164; MLL-CXXC / FITC-HOXA9 DNA fluorescence polarization; Potency, µM (titrated, usually from 115 µM), for inactives: top-dose activity change, negative = inhibition, most hits filed as inhibitors; 290,000 compounds, 0.037% hits; AID 2662, 2010; active = well fitted inhibition curve with a large enough effect in the polarisation, with a control signal flat, not every such curve was filed as active; inconclusive = small, poorly fitted or top-dose-only effect, or effect the other way, or a change in a side signal; inactive = no such curve, though single readings can be large or run the other way; the % refers to the polarisation; also: potency is read from the fitted curve at half-maximal effect
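Purified MLL-CXXC (added from a 7 uM solution) was preincubated 5 min at ambient with pinned compounds in 50 mM Tris-HCl pH 7.5, 50 mM NaCl, 1 mM DTT, 0.05% BSA. Fluorescein-labeled HOX-A9 DNA (50 nM solution) followed, 30 min, then polarization read.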
GALK inh – qHTS Assay for Inhibitors of Human Galactokinase (GALK). 270,000 compounds, 0.007% hits. AID 1868, 2009. Purified GALK, Kinase-Glo residual ATP luminescence. Potency, µM (highest dose often 57.5 µM), without a hit: top-dose activity change, negative = inhibition, hits mostly inhibitors; also: potency is read from the fitted curve at half-maximal effect; % is scaled to controls: 0 for no effect and ±100 for the full control effect
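Luminescence from leftover ATP (Ultra-Glo luciferase/luciferin) served as read-out after a 1 h room-temperature reaction of 5 nM GALK with 35 uM ATP and 100 uM galactose.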
MBNL1-CUG inh – qHTS Assay for Inhibitors of MBNL1-poly(CUG) RNA binding; Potency, µM (series often up to 57.5 µM), inactives show at the top dose activity change, negative = inhibition, hits mostly inhibitors; 280,000 compounds, 0.036% hits; TR-FRET MBNL1-His/biotin-(CUG)12 binding, 665/545 ratio; AID 2675, 2010; active = well fitted inhibition curve with a large enough effect in the signal ratio, with a control signal flat, not every such curve was filed as active; inconclusive = small, poorly fitted or top-dose-only effect, or effect the other way, or a change in a side signal; inactive = no such curve, though single readings can be large or run the other way; the % refers to the signal ratio; also: potency is read from the fitted curve at half-maximal effect; % is scaled to controls: 0 for no effect and ±100 for the full control effect
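Inhibition of protein-RNA binding appears as loss of TR-FRET between terbium anti-His antibody on MBNL1-His and streptavidin-XL665 on biotin-(CUG)12. Activity is normalized to buffer-only and uninhibited-complex controls.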
S-ASM inh – Inhibitors of Secretory Acid Sphingomyelinase (S-ASM): qHTS | Sphingomyelin phosphodiesterase (Homo sapiens), P17405 | placental ASM, HMU-PC fluorogenic substrate, 60 min | Potency, µM (top dose mostly 57.5 µM), for inactives: at the top dose activity change, negative = inhibition, usual class: inhibitors | 340,000 compounds, 0.006% hits; also: potency is read from the fitted curve at half-maximal effect
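qHTS format. ASM enzyme prepared from human placenta hydrolyses the fluorogenic substrate HMU-PC0 (9 uM final) over 60 min at 37 °C after a 10 min compound preincubation.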
An asterisk follows results filed as active; u = inconclusive; x = no result given; [ ] = another dose, or the depositor's remark. Unless noted, calls follow the shape of the dose curve; as a rule, active = well fitted curve in the direction sought with a large enough effect; inconclusive = small, poorly fitted or top-dose-only effect, or another doubt; inactive = no such curve, though single readings can be large; an effect the other way counts as inactive or inconclusive.

SMILES	KCNH2 WT inh	TRPV1 ag	Integrin act MD	A-T KAP1 phos	KCNH2 3.1 block	Coupling enz	MLL CXXC-DNA inh	GALK inh	MBNL1-CUG inh	S-ASM inh
C[C@@]12CCC=C[C@H]1[C@H](c1ccc3ccccc3c1/C=C/c1ccccc1)N(Cc1ccccc1)C2=O	-15.7	21.8	16.6%	-9.7%	2.0	2.9	4.1%	0.1%	-0.9%	0.5%
O=C(OCN1C(=O)c2ccccc2C1=O)c1ccco1	-2.2	3.0	8.8%	-0.8%	-13.3	2.3	-2.4%	8.4%	21.0%	3.9%
Cc1ccc(NS(=O)(=O)c2ccc3c(c2)CCN3C(=O)CCC(=O)O)cc1Cl	-5.1	-3.0	15.8%	-11.4%	-7.7	-3.3	-11.2%	-7.2%	-9.0%	3.0%
COc1ccc(CNC(=O)CN(C(=O)Cn2nnc(-c3ccccc3F)n2)c2ccc(C)cc2)cc1	4.4	1.5	11.7%	6.0%[11.5 µM]	3.9	4.2	-6.6%	-2.1%	-2.8%	1.6%
Cc1cc(SC(C)C(=O)O)nc2ccccc12 (stereo not given)	x	0.1	u	-2.2%	0.3	6.7	8.1%	1.3%	2.7%	0.0%
CCCCNC(=O)C1CC(c2c(Cl)cccc2Cl)=NO1 (stereo not given)	4.3	8.7	-5.0%	3.4%	8.5	4.9	6.3%	0.9%	-12.1%	2.0%
COc1ccc(CCNCC(C)c2ccccc2)cc1 (stereo not given)	16.3	0.1	17.8%	-1.8%	4.7	1.0	2.7%	1.4%	1.0%	0.0%
Cn1c(SCC(=O)N2CCCCCC2)nnc1-c1ccco1	-5.1	1.1	-11.1%	2.8%	7.9	-0.8	-2.2%	7.3%	-4.5%	3.5%
O=C(Nc1cccc2ccccc12)c1ccc([N+](=O)[O-])cc1	-13.3	u	-13.2%	6.6%	-20.6	-4.4	1.0%	8.1%	23.7%	-1.7%
O=C(Cn1c(NCCCO)nc2ccccc21)c1ccc(Cl)cc1	7.5	3.9	-2.4%	-3.0%	5.2	1.4	-10.8%	3.7%	-7.0%	-7.4%
Cn1c(=O)[nH]c(=O)c2c1nc(CN1CCOCC1)n2Cc1ccccc1	-2.8	2.9	2.9%	6.4%	14.1	0.8	6.1%	-0.9%	-7.7%	3.7%
CCOC(=O)Cc1csc(NC(=O)CSc2ccc(Br)cc2)n1	1.2	4.1	-6.3%	16.3%	12.5	-0.3	-2.3%	-2.2%	x	-8.0%
O=C(NCc1cccnc1)NC(=O)c1ccc(Cl)cc1	0.7	3.2	6.9%	3.7%	-13.0	-2.2	u	-2.6%	1.1%	1.0%
O=C(CCC(=O)NC1CCCCC1)NCc1ccc(F)cc1	-3.1	-2.4	6.3%	-0.7%	-1.6	2.0	-1.7%	8.5%	1.7%	1.7%
C/C=N/NC(=O)CCCC(=O)N/N=C/C	3.6	0.7	-9.9%	-2.9%	11.8	-4.2	3.1%	-2.1%	-7.0%	4.8%
O=C(CCN1C(=O)c2ccncc2C1=O)Nc1cc(F)ccc1F	0.6	2.2	u	2.5%	7.2	-0.1	2.4%	-1.7%	u	0.0%
CC(CCc1ccco1)NC(=O)c1cccc2c1C(=O)N(C1CCCCC1)C2 (stereo not given)	4.8	u	8.2%	2.7%	-5.8	-1.1	10.7%	-1.6%	-0.7%	-9.0%
CCCN(CCC)CCNC(=O)CS(=O)Cc1nc(-c2ccc(C)cc2)oc1C (stereo not given)	13.9	2.2	-5.3%	-11.3%	-1.3	1.6	-3.2%	0.2%	-2.9%	1.7%
CC1(C)Cc2c(c(N3CCOCC3)nc3sc4c(NCc5ccccc5)nnnc4c23)CS1	5.7	18.4	-15.2%	-0.4%	6.1	-0.9	14.2%	0.0%	11.8%	0.2%
COc1ccc(OC)c(S(=O)(=O)Nc2c(C)n(C)n(-c3ccccc3)c2=O)c1	-5.9	-0.5	10.6%	-8.9%	-3.6	0.3	6.3%	-1.3%	2.9%	1.5%
Cc1ccc(Nc2nc(N)nc(CSCCO)n2)cc1	-31.7	-0.7	39.1%	0.7%	-4.5	3.3	-12.5%	2.8%	0.1%	3.2%
CCN(CC)c1c2c(c(C#N)c3nc4ccccc4n13)CCC2	11.6	0.6	21.1%	0.1%	-4.5	4.0	-5.6%	1.7%	10.0%	51.0%[activator]
CCCOc1ccc(-c2nnc(N)s2)cc1	-9.4	-0.3	-1.0%	-2.5%	6.8	5.7	-3.0%	-0.5%	-4.8%	1.4%
C/C(=N\NC(=O)c1csc2ccccc12)c1ccc(O)cc1	-1.7	4.1	1.8%	1.1%	1.3	0.7	2.7%	-3.1%	-1.2%	0.2%
CC(C(=O)N(C)C1CCS(=O)(=O)C1)N1C(=O)/C(=C/c2ccco2)SC1=S (stereo not given)	3.0	1.2	-48.7%[inhibitor]	-6.4%	-3.5	-9.1	9.6%	-1.4%	u	-14.3%

Four entries out of the list above, arranged by the value under Integrin act MD, low to high:
structure	TRPV1 ag	Integrin act MD	MLL CXXC-DNA inh	GALK inh	S-ASM inh
O=C(Nc1cccc2ccccc12)c1ccc([N+](=O)[O-])cc1	u	-13.2%	1.0%	8.1%	-1.7%
CCCCNC(=O)C1CC(c2c(Cl)cccc2Cl)=NO1 (stereo not given)	8.7	-5.0%	6.3%	0.9%	2.0%
Cc1ccc(NS(=O)(=O)c2ccc3c(c2)CCN3C(=O)CCC(=O)O)cc1Cl	-3.0	15.8%	-11.2%	-7.2%	3.0%
CCN(CC)c1c2c(c(C#N)c3nc4ccccc4n13)CCC2	0.6	21.1%	-5.6%	1.7%	51.0%[activator]

More entries:
| compound | KCNH2 WT inh | TRPV1 ag | Integrin act MD | A-T KAP1 phos | KCNH2 3.1 block | Coupling enz | MLL CXXC-DNA inh | GALK inh | MBNL1-CUG inh | S-ASM inh |
| --- | --- | --- | --- | --- | --- | --- | --- | --- | --- | --- |
| COc1ccc(CN2C(=O)c3ccccc3C2C(=O)NC2CCC(C)CC2)c(OC)c1 (stereo not given) | -1.0 | 4.4 | -17.7% | -1.9% | -0.1 | 1.5 | 3.0% | -3.1% | -1.7% | -1.4% |
| Cc1ccc(C(=O)NC2CCCc3c2cnn3-c2ccc(F)cc2F)cn1 (stereo not given) | x | 7.6 | x | 3.0% | x | x | 10.2% | -3.8% | -7.2% | x |
| COc1cccc(CNC(=O)CCC2CCCN(Cc3cc4ccccc4o3)C2)c1 (stereo not given) | 56.9 | 26.3 | -19.3% | 1.6% | -2.0 | -2.9 | 7.1% | -2.6% | 7.7% | 4.0% |
| COCCN(CC(=O)Nc1cccc(C)c1C)C(=O)Cn1c(=O)cnc2ccccc21 | -48.0 | -0.2 | -7.5% | 1.7% | -9.5 | x | x | x | x | 1.6% |
| Cc1[nH]c(=S)c(C#N)c(C)c1Cc1ccc(Cl)cc1Cl | 0.8 | 0.0 | -4.4% | -8.9% | -19.6 | 6.5 | -1.5% | 12.1% | 19.0% | 0.4% |
| CCOC(=O)C1CCCN(C(=O)CCn2nc(-c3ccccc3)ccc2=O)C1 (stereo not given) | 2.5 | 2.7 | 4.1% | -1.9% | 3.8 | 4.8 | 5.7% | 2.9% | 2.8% | 0.2% |
| Fc1ccccc1N1CCN(CC2CCCCC2)CC1 | 9.2 | 2.9 | 17.9% | -11.1% | -3.1 | -1.5 | -6.7% | -1.4% | -4.9% | 2.6% |

2 records drawn at random from those above:
| compound | KCNH2 WT inh | TRPV1 ag | Integrin act MD | A-T KAP1 phos | KCNH2 3.1 block | Coupling enz | MLL CXXC-DNA inh | GALK inh | MBNL1-CUG inh | S-ASM inh |
| --- | --- | --- | --- | --- | --- | --- | --- | --- | --- | --- |
| COCCN(CC(=O)Nc1cccc(C)c1C)C(=O)Cn1c(=O)cnc2ccccc21 | -48.0 | -0.2 | -7.5% | 1.7% | -9.5 | x | x | x | x | 1.6% |
| Fc1ccccc1N1CCN(CC2CCCCC2)CC1 | 9.2 | 2.9 | 17.9% | -11.1% | -3.1 | -1.5 | -6.7% | -1.4% | -4.9% | 2.6% |
